# ADAM10 inh = ADAM10 inhibition, QFRET primary screen; recombinant ADAM10, EDANS/DABCYL FRET peptide cleavage, 3 h; inhibition, % at 7 µM; hit rate 0.62% among 370,000; AID 720582;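 active means inhibition above a per-campaign cutoff equal to the mean of compounds falling between control-based bounds plus 3 SD, cut at about 20% in these data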;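 further: 0% = DMSO wells while the 100% control is not disclosed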
# GC-B act = GC-B (human) receptor activation; P20594; HEK293-GC-B cells, CNP EC30, cGMP TR-FRET; 0% at EC30 CNP, 100% saturating CNP; activation, % at 10 µM; hit rate 0.11% among 370,000;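 active means activation at 10 µM reaching about 35% in either raw or pattern-adjusted values, limit read from the data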
# DAX1 inh-1 = NR0B1 (DAX1) inhibition | P51843 | HEK293 Gal4-DAX1 luciferase reporter, luminescence | inhibition, % at 6.75 µM | hit rate 0.99% among 340,000 | AID 504766;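 active means inhibition above the mean over all tested compounds plus 3 SD, cut at about 4.2% in these data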;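 further: 0% = DAX1-transfected cells with DMSO and 100% = empty-vector control cells with DMSO; inhibition shows as a rise in luminescence from relieved DAX1 repression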
# hcDAF12 agonist = activators of H. contortus DAF-12 nuclear receptor. AID 652067. activation, % at 6.8 µM. HEK293 hcDAF-12 lit1-tk-luc reporter, luminescence; 0% DMSO, 100% Δ7-dafachronic acid. hit rate 1.4% among 370,000;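 active means activation above the mean of all tested compounds plus 3 SD, cut at about 5.5% in these data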;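 further: 100% = response to 3 µM Δ7-dafachronic acid high control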
# sPLA2-III inh = Blocks human group III sPLA2 activity; QFRET BODIPY PC-A2 liposome hydrolysis, fluorescence; inhibition, % at 12.2 µM; hit rate 0.56% among 370,000; AID 743126;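 active means inhibition above mean plus 3 SD of compounds lying within the high and low control bounds, cut at about 19% in these data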;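 further: 0% = median of test compound wells and 100% = no enzyme DMSO wells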
# DAX1 inh-2 = DAX1 (NR0B1) inhibition, primary screen; inhibition, % at 6.8 µM; AID 652010; hit rate 1.1% among 370,000; HEK293T StAR-luciferase reporter, SF-1/DAX-1 repression relief;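 active means inhibition above the mean over all tested compounds plus 3 SD, cut at about 3.6% in these data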;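 further: 0% = DAX-1 cells with DMSO and 100% = cells lacking DAX-1 with DMSO; higher inhibition means more luminescence from relief of DAX-1 repression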
# hgDAF-12 ag = agonists of H. glycines DAF-12 nuclear receptor | activation, % at 6.8 µM | HEK293 GAL4-hgDAF12 UAS-luciferase reporter, agonist luminescence; normalized to butyrate control | hit rate 1.8% among 370,000 | AID 687014;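 active means activation above a cutoff set at the mean of all screened compounds plus 3 SD, cut at about 10% in these data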;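 further: 0% = DMSO wells and 100% = sodium butyrate wells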
# ssDAF-12 act = S. stercoralis DAF-12 activation, primary screen. AID 652126. activation, % at 6.8 µM. hit rate 1% among 370,000. HEK293 ssDAF-12/GRIP1 lit1-tk-luc reporter, luminescence; % of 3 µM dafachronic acid response;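 active means activation above the mean over all tested compounds plus 3 SD, cut at about 0.9% in these data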;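 further: 0% = DMSO-only wells and 100% = 3 µM delta7-dafachronic acid wells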
# SMARCA2 act = SMARCA2 function activation, primary screen; activation, % at 9.1 µM; AID 652017; hit rate 1% among 370,000; MG213 cells, MMTV-luciferase reporter, dexamethasone, overnight; in the data active means activation above about 7.8%;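 further: 0% = vehicle wells and 100% = reference activator wells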
# NPR1 activator = GC-A (human) enzyme activation; HEK293 GC-A cells, cGMP TR-FRET, EC30 ANP; 0% at EC30 ANP, 100% saturating ANP; activation, % at 10 µM; AID 1671463; hit rate 0.14% among 370,000; in the data active means activation above about 40%
# Target sequence (P16066 whole entry, looked up): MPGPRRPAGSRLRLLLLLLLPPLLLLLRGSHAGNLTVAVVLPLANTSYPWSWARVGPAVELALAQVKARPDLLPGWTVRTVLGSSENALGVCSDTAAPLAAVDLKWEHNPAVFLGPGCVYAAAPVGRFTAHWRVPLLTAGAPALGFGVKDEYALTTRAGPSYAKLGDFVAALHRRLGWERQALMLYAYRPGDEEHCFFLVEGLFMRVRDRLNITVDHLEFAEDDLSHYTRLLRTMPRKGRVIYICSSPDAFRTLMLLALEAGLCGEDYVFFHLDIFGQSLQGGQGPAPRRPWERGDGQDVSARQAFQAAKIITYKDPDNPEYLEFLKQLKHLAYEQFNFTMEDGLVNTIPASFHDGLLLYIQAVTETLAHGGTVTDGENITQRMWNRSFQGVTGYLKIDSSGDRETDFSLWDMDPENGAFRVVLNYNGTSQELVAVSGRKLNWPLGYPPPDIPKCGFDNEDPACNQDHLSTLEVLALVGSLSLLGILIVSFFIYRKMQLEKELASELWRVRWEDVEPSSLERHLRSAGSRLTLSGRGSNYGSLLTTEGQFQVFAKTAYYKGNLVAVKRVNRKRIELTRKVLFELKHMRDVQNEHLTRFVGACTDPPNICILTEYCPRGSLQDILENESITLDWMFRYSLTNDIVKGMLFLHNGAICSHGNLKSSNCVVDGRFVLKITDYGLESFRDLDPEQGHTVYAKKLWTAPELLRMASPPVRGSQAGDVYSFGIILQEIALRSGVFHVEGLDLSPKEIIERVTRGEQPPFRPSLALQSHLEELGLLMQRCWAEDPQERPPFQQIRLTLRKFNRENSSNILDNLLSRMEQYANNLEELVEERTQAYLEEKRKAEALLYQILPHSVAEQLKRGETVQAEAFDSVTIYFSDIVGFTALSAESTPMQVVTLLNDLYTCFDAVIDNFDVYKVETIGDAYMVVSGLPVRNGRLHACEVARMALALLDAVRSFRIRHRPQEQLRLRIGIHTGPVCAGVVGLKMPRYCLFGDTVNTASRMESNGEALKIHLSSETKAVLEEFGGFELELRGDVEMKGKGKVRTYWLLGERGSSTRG
# GAA850 FXN act = increases GAA850 frataxin promoter reporter activity | activation, % at 6 µM | AID 540364 | HEK293 lucGAA850 FXN promoter luciferase reporter, 24 h; percent of 10 µM SAHA response | hit rate 0.56% among 360,000;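 active means activation above the average of all compounds screened plus 3 SD, cutoff fixed separately per campaign, cut at about 7.5% in these data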;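 further: 0% = DMSO wells and 100% = 10 µM SAHA wells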
# Starred values were filed as active, the others as inactive; nt = not tested or not shown. Compounds as they come. Share with any hit: about 6.6%.
SMILES,ADAM10 inh,GC-B act,DAX1 inh-1,hcDAF12 agonist,sPLA2-III inh,DAX1 inh-2,hgDAF-12 ag,ssDAF-12 act,SMARCA2 act,NPR1 activator,GAA850 FXN act
COc1ccc2c(c1)C1NC(=S)NC(C)(O2)C1C(=O)Nc1ccc(C)cc1C (stereo not given),-10,0,-0.4,1.4,17,-0.2,-0.1,-1.1,-4,-8,0.7
Brc1ccc(/C=N/Nc2nncc(-c3ccccc3)n2)o1,-1,-4,nt,-0.8,3,0.1,-0.5,-1.2,0,-6,nt
CCCNC(=O)c1cc(C2CCCCN2C(=O)c2ccccc2)on1 (stereo not given),2,5,nt,-0.1,1,-0.2,-0.1,-0.9,-1,0,0.3
Cc1cccc(C)c1NC(=O)C1(N(Cc2ccco2)C(=O)CC2NC(=O)NC2=O)CCCC1 (stereo not given),0,1,1.0,-2.2,7,-0.8,-0.8,-0.7,6,-1,1.9
COCCSc1nnc(NC(=O)C2CC(=O)N(c3ccc(Cl)cc3)C2)s1 (stereo not given),-1,-5,0.1,-1.4,1,-1.1,0.5,-1.1,-2,1,1.7
Cc1cccc(S(=O)(=O)N(C)C[C@@H]2OCc3cnnn3CCCC(=O)N([C@H](C)CO)C[C@H]2C)c1,-15,3,0.2,-0.9,4,0.2,-1.8,-0.8,-3,2,-0.6
CCCCn1nnnc1C(c1cc2ccccc2o1)N(Cc1ccccc1)Cc1ccccc1 (stereo not given),-9,2,nt,-1.3,-4,2.2,1.7,-0.8,-3,-2,nt
CCNS(=O)(=O)c1ccc(CCC(=O)N2CCc3ccccc3C2)cc1,6,0,0.7,1.1,-2,-0.5,0.6,-1.1,5,1,-0.8
C=CCn1c(=S)[nH]c2cc(-c3ccccc3)sc2c1=O,-1,2,0.0,3.9,8,0.6,3.6,-0.1,0,16,2.9
COc1ccc(S(=O)(=O)N2CCOCC2)cc1NC(=O)CCNC(=O)c1ccc([N+](=O)[O-])cc1,-5,3,-1.8,-3.6,-7,-8.0,-6.8,-1.8,0,-1,2.1
COc1ccc(C(=O)/C=C/NCc2ccc(C)cc2)cc1,6,3,0.2,-1.6,-31,-1.0,0.3,-1.5,-1,-4,3.8
COc1ccc(N=C2SC(CC(=O)Nc3cccc(Cl)c3)C(=O)N2Cc2ccco2)cc1 (stereo not given),21*,-5,-0.6,-2.5,-26,-0.2,1.0,-1.3,-2,-4,-0.9
O=C(CN1CCN(Cc2ccccc2)CC1)N/N=C/c1c[nH]c2ccccc12,-8,-1,0.5,4.6,0,-0.1,5.3,-0.6,-1,0,1.2
Cc1ccc(-c2noc(CCC(=O)NCCCN3CCN(c4ccc(F)cc4)CC3)n2)cc1,4,-4,-0.7,-0.6,-1,-1.1,-1.2,-1.3,-2,-5,-1.4
O=C1CC(NNc2nc3ccccc3s2)C(=O)N1c1ccccc1 (stereo not given),-3,4,0.1,-0.9,-14,-0.3,-3.0,-1.1,1,1,-2.6
Cc1ccc(S(=O)(=O)N(C)c2ccc(OC(=O)COc3ccccc3)cc2)cc1,5,-6,1.2,0.2,-24,-0.8,0.0,-1.6,6,2,1.1
CC(=O)NC(=S)NNC(=O)COc1ccc([N+](=O)[O-])cc1,4,3,-0.6,0.1,3,-0.4,0.5,-1.0,-1,-1,0.6
c1cn(-c2ncnc3sc4c(c23)CCCC4)cn1,-23,1,0.3,0.1,-1,0.8,-0.4,-1.3,0,-1,1.0
Cc1cccc(CSCc2ccc(C(=O)NCC3CCCO3)o2)c1 (stereo not given),-9,8,-0.5,2.4,5,0.6,2.1,-1.8,-4,1,-0.4
COc1ccc(NC(=S)Nc2ccc(S(N)(=O)=O)cc2)c(C)c1,1,5,0.3,2.0,4,-0.5,-0.7,-1.8,4,1,2.1
COc1ccc2c(c1)c(C(=O)N/N=C/c1cccs1)c(C)n2C,2,-7,0.1,4.1,5,0.1,5.1,1.7*,1,-4,1.5
O=C(/C=C\Nc1ccc2c(c1)OCO2)c1ccc2c(c1)OCO2,-7,1,-0.4,-0.8,-5,0.9,-3.5,-1.6,3,-1,0.3
NC(=O)CC[C@@H]1NC(=O)[C@H](CO)NC(=O)c2cc([N+](=O)[O-])cc(I)c2OCC[C@@H](C(N)=O)NC1=O,17,4,1.7,-0.9,9,0.5,1.1,-0.9,0,3,3.0
OC(c1cccc(Cl)c1)c1nc(/C=C/c2ccccc2)cs1 (stereo not given),14,-2,nt,-1.9,-15,1.2,5.9,-0.4,1,1,1.9
CCN(CC)CC#CCOC(=O)C(O)(c1ccccc1)C1CCCCC1 (stereo not given),-7,-7,-0.2,-1.7,10,-2.0,-0.1,-1.5,-7,-2,2.0

# Compound profiles, as listed above.
# Cc1cccc(S(=O)(=O)N(C)C[C@@H]2OCc3cnnn3CCCC(=O)N([C@H](C)CO)C[C@H]2C)c1 is listed as ADAM10 inh: -15; GC-B act: 3; DAX1 inh-1: 0.2; hcDAF12 agonist: -0.9; sPLA2-III inh: 4; DAX1 inh-2: 0.2; hgDAF-12 ag: -1.8; ssDAF-12 act: -0.8; SMARCA2 act: -3; NPR1 activator: 2; GAA850 FXN act: -0.6
# O=C(/C=C\Nc1ccc2c(c1)OCO2)c1ccc2c(c1)OCO2 is listed as ADAM10 inh: -7; GC-B act: 1; DAX1 inh-1: -0.4; hcDAF12 agonist: -0.8; sPLA2-III inh: -5; DAX1 inh-2: 0.9; hgDAF-12 ag: -3.5; ssDAF-12 act: -1.6; SMARCA2 act: 3; NPR1 activator: -1; GAA850 FXN act: 0.3

# New compounds follow:
SMILES,ADAM10 inh,GC-B act,DAX1 inh-1,hcDAF12 agonist,sPLA2-III inh,DAX1 inh-2,hgDAF-12 ag,ssDAF-12 act,SMARCA2 act,NPR1 activator,GAA850 FXN act
COc1ccc(C(=O)NC(=S)Nc2ccc3[nH]c(=O)[nH]c3c2)c(OC)c1,1,3,-2.1,0.7,4,0.7,0.3,-1.1,0,27,2.8
COc1ccc(Cn2c(CCC(=O)Nc3ccc(CC#N)cc3)nc3cccnc32)cc1,2,19,-0.8,-1.1,-8,-0.1,2.6,-1.6,0,17,1.4
O=C(c1cccc2nccnc12)N1CCCC(Nc2ccc(F)c(F)c2)C1 (stereo not given),2,5,0.8,-0.4,8,3.1,-0.8,-1.1,0,0,1.1
C=CCSc1nn2c(=O)c3ccccc3nc2s1,-3,1,1.8,1.9,3,1.5,7.3,0.2,5,1,5.5
COc1ccc(-n2c(Cn3c(=O)sc4ccccc43)nnc2SCC(=O)N2CCCCC2)cc1,-11,-1,0.3,-1.8,-5,0.5,-1.4,-1.7,0,1,-2.2
CCOC(=O)c1sc(NC(=O)c2cc3c(s2)CCC(C)C3)nc1C (stereo not given),-5,1,-2.7,1.9,-7,0.6,3.2,-0.2,-2,-1,2.1
COc1nc(OC)nc(N2CCC(C(=O)NC3CC3)CC2)n1,-9,10,0.7,-1.0,8,0.1,0.7,-1.1,-5,-1,1.4
O=C(CN1CCCCC1)N/N=C/c1cccc(C(F)(F)F)c1,-21,-4,0.9,-0.5,14,-0.6,2.5,-0.9,-3,3,-0.5
CC1CCCCC1NC(=O)CN1CCC(NC(=O)c2ccc([N+](=O)[O-])cc2)CC1 (stereo not given),-12,0,0.6,1.1,3,0.0,1.9,-1.0,-4,-5,1.7
CCN(CC(=O)Nc1ccccc1C(F)(F)F)C(=O)c1ccc2[nH]c3c(c2c1)CC(C)CC3 (stereo not given),-7,1,-1.5,-3.2,-45,-1.1,-3.6,-1.6,-4,-1,-1.5
COc1cccc(CC2(CO)CCCN(Cc3nc(-c4cccs4)oc3C)C2)c1 (stereo not given),0,-3,1.1,-0.5,-19,0.5,2.5,-1.2,-1,-9,-0.1
Cc1ccc(C(=O)Nc2ccccc2OC(F)F)cc1,-10,2,-0.8,0.0,2,-0.8,11*,-0.8,0,1,4.7
CC(C)C1Cc2[nH][nH]c(=O)c2C(c2ccc(Cl)cc2)O1 (stereo not given),10,1,nt,2.2,-33,0.3,-1.6,-1.3,0,2,nt
Cc1ccc(C)n1-c1cccc(C(=O)Nc2ccccc2)c1,-5,10,0.2,0.3,1,0.2,0.0,-1.5,-2,1,-0.8
COc1ccc(Cl)cc1NC(=O)C1CC(c2c(F)cccc2Cl)=NO1 (stereo not given),10,3,-1.0,-1.7,-3,-0.4,-3.7,-1.2,-3,-2,-0.7
O=C(COc1cccnc1[N+](=O)[O-])Nc1ccc(F)cc1,-4,-5,2.7,-0.5,-2,0.0,3.9,-0.9,2,-1,3.7
CC(C)(C)C(=O)Nc1ccc(C(=O)Nc2cccc(Oc3ccc(C(=O)O)c(C(=O)O)c3)c2)cc1,-9,-2,0.2,-0.7,-2,0.5,0.7,-1.2,1,-4,0.2

# Some entries already given, showing only GC-B act and sPLA2-III inh.
molecule	GC-B act	sPLA2-III inh
Cc1cccc(S(=O)(=O)N(C)C[C@@H]2OCc3cnnn3CCCC(=O)N([C@H](C)CO)C[C@H]2C)c1	3	4
COc1nc(OC)nc(N2CCC(C(=O)NC3CC3)CC2)n1	10	8
NC(=O)CC[C@@H]1NC(=O)[C@H](CO)NC(=O)c2cc([N+](=O)[O-])cc(I)c2OCC[C@@H](C(N)=O)NC1=O	4	9
CCOC(=O)c1sc(NC(=O)c2cc3c(s2)CCC(C)C3)nc1C (stereo not given)	1	-7
COc1ccc(S(=O)(=O)N2CCOCC2)cc1NC(=O)CCNC(=O)c1ccc([N+](=O)[O-])cc1	3	-7

# Source: PubChem
